RORgamma inh: inhibitors of mouse ROR gamma transcriptional activity; 310,000 tested, 5.4% active; Drosophila S2 Gal4-RORgamma UAS-luciferase reporter, 20 h; P51450; Potency, µM (series often up to 53.6 µM), for inactives: at the highest dose activity change, negative = inhibition, actives largely listed as inhibitors; note: potency is the fitted concentration of half-maximal effect; % is set by controls: 0 for no effect and ±100 for the full control effect; nearly all actives have a fitted effect of over 60% in size
Target sequence (P51450 whole entry, looked up, the tested form may be a part): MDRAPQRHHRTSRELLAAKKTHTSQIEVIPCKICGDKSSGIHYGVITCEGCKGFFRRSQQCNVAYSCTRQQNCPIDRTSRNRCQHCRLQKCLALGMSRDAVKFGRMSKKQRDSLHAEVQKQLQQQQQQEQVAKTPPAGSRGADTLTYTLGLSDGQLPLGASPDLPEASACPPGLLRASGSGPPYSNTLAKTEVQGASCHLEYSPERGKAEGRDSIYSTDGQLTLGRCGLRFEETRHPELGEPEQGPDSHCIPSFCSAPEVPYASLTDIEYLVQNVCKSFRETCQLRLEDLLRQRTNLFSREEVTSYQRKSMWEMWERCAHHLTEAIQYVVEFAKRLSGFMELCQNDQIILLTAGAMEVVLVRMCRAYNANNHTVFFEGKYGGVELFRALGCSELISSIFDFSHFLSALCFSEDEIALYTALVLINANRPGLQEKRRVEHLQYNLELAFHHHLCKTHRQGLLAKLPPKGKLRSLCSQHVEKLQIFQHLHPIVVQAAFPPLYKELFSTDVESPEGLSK
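Using a luciferase readout, inhibitors were identified by reduced reporter activity in Drosophila cells coexpressing a copper-inducible Gal4–ROR gamma fusion and UAS-driven Photinus luciferase, incubated 20 hr after 700 uM copper sulfate.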
uPA surface inh: blocks generation of uPA at the cell surface | AID 540303 | Potency, µM (titrated, usually from 38.3 µM), for inactives: at the highest dose activity change, negative = inhibition, usual class: inhibitors | cell surface uPA generation assay, qHTS | 330,000 tested, 0.31% active; active = well fitted inhibition curve with a large enough effect; inconclusive = small, poorly fitted or top-dose-only effect; inactive = no such curve, though single readings can be large or run the other way; tested in mouse RAW 264.7 cells; note: potency is the fitted concentration of half-maximal effect; % is set by controls: 0 for no effect and ±100 for the full control effect; nearly all actives have a fitted effect of over 55% in size
Coupling enz: counter-screen for Giardia aldolase inhibitors: coupling enzyme system | coupling enzyme system counterscreen, AmpLite Red fluorescence | activity change, negative = inhibition, % at 58.2 µM, hits read low | 290,000 tested, 0.67% active | AID 2472; in the data active = activity change below about -30%; note: % is set by controls: 0 for no effect and ±100 for the full control effect
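Activity here indicates interference with the coupling reaction, not aldolase inhibition. Compounds at 57.5 uM final met coupling enzymes for 10 min at RT; substrate and AmpLite Red detection followed, with a 525/598 nm fluorescence read after 20 min.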
Rab9 promoter act: activates the Rab9 promoter. Huh7 Rab9 promoter-luciferase reporter, luminescence, 24 h. Potency, µM (series often up to 9.22 µM), for inactives: at the highest dose activation, negative = inhibition, usual class: activators. 320,000 tested, 2.8% active. AID 485297; note: potency is the fitted concentration of half-maximal effect; % of control where 0% means no effect; nearly all actives have a fitted effect of over 60% in size
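Huh7 cells stably carrying Rab9 promoter–luciferase reporter, plated 1500 cells/well, compound added after 2 h and incubated 24 h at 37 °C; luciferase luminescence then read after 10 min with detection reagent.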
NPC1 prom act: activators of NPC1 promoter | Huh7 NPC1 promoter luciferase reporter, 24 h | Potency, µM (top dose mostly 9.22 µM), inactives show at the highest dose activation, hits mostly activators | 320,000 tested, 2.4% active;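 note: potency is the fitted concentration of half-maximal effect; % of control where 0% means no effect; nearly all actives have a fitted effect of over 60% in size; reporter is driven by a mutant NPC1 promoter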
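Luciferase expression driven by the NPC1 promoter was measured in stably transfected Huh7 cells after a 24 h compound incubation, using a luciferase reagent and a luminescence read.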
ELG1 genotoxic: induces genotoxicity in HEK293T cells with luciferase-tagged ELG1. Potency, µM (doses to about 46 µM), for the others: at the highest dose activity change, positive = activation, actives largely listed as activators. HEK293T ELG1-luciferase reporter, luminescence, 16 h. 330,000 tested, 1.3% active; note: potency is the fitted concentration of half-maximal effect; % of control where 0% means no effect; nearly all actives have a fitted effect of over 60% in size
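After overnight (16 hr) compound treatment at 37 °C, ELG1-luciferase HEK293T cells were lysed with ONE-Glo; luminescence quantified 30 min later at room temperature.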
KCNH2 3.1 inh: KCNH2 3.1 (human) potassium channel inhibition; U2OS KCNH2 3.1, thallium flux FluxOr; hits give low values; activity change, % (tested at about 1.8 µM); 340,000 tested, 0.95% active;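 active = maximum activity change below -70%; inconclusive = maximum activity change from -70% to -50%; inactive = maximum activity change above -50%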;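 note: thallium influx rate constant from kinetic fluorescence after stimulation buffer; % is set by controls: 0 for no effect and ±100 for the full control effect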
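Thallium flux read-out: FluxOr dye with Red40 quencher in HBSS/HEPES, 45 min at RT. Rate constants from kinetic reads were normalized to positive and negative DMSO controls. Cells: U2OS virally expressing the 3.1 isoform.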
VP16 counter: inhibits Gal4-VP16 luciferase reporter, ROR gamma counter-screen; Drosophila S2 Gal4-VP16 UAS-luciferase, luminescence, 20 h; Potency, µM (top dose mostly 53.6 µM), inactives show at the top dose activity, negative = inhibition, usual class: inhibitors; 310,000 tested, 3.5% active; AID 2546;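 note: Gal4-VP16 expression switched on by copper sulfate through the metallothionein promoter; potency is the fitted concentration of half-maximal effect; % is set by controls: 0 for no effect and ±100 for the full control effect; nearly all actives have a fitted effect of over 50% in size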
FLuc modulator: firefly luciferase modulation, counter-screen for miR-21 project; P08659; 360,000 tested, 6.9% active; purified FLuc, Km substrates, luminescence inhibition; AID 588342; Potency, µM (doses to about 57.5 µM), inactives show top-dose activity change, negative = inhibition, actives largely listed as inhibitors;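 note: potency is the fitted concentration of half-maximal effect; plate controls were vehicle for no effect and reference inhibitor for full effect; nearly all actives have a fitted effect of over 55% in size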
Target sequence (P08659 whole entry, looked up): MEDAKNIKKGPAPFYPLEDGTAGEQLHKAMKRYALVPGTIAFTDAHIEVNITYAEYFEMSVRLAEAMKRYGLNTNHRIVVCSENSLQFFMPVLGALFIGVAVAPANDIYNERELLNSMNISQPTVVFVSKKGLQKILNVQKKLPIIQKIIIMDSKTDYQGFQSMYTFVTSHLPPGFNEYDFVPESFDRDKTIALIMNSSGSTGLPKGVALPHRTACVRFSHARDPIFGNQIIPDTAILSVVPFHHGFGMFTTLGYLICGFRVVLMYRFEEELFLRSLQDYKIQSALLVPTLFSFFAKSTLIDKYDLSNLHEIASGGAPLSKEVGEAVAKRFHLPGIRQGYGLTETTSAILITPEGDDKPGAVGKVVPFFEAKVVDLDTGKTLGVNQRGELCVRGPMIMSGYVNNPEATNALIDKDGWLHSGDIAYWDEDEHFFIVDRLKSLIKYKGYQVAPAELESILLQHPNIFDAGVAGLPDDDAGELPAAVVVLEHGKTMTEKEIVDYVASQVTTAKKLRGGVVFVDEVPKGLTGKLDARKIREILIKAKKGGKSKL
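Biochemical qHTS of compounds, final roughly 60 µM downward over six points, against 10 nM purified firefly luciferase using Km concentrations of substrates (10 uM D-luciferin, 10 uM ATP) in Tris acetate pH 7.5 buffer; luminescence output.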
Tb PFK inh: blocks T. brucei phosphofructokinase; AID 485367; 330,000 tested, 0.17% active; T. brucei PFK, ADP-Glo luminescence; Potency, µM (doses to about 57.5 µM), inactives show at the highest dose activity, negative = inhibition, usual class: inhibitors;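 note: potency is the fitted concentration of half-maximal effect; 0% = uninhibited 1x PFK enzyme wells and -100% = no-enzyme wells; nearly all actives have a fitted effect of over 60% in size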
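In TEA buffer at pH 8.0 with 5 mM MgCl2, enzyme (1.25 nM) converted F6P (0.5 mM) and ATP (0.1 mM) for 45 min at room temperature. ADP product was read by luciferase luminescence.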
Giardia killer: kills Giardia lamblia. Giardia lamblia trophozoite viability. activity change, % at 7.66 µM, hits read low. 340,000 tested, 0.15% active; in the data active = activity change below about -80%; inconclusive = between about -30% and that limit;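 note: parasites exposed to compound for two days anaerobically before the ATP read; % is set by controls: 0 for no effect and ±100 for the full control effect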
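Compounds were tested on trophozoites seeded at 100 cells/well and held 48 hrs at 37 deg C anaerobically. An ATP-based luminescent kit measured the remaining live cells.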
* hit, by the source's call; ? = inconclusive; nt = not tested or not shown; & = joins results of further samples; [ ] = dose if it differs, or a comment. Unless noted, calls come from the whole dose curve; as a rule, active = well fitted curve in the direction sought with a large enough effect; inconclusive = small, poorly fitted or top-dose-only effect, or another doubt; inactive = no such curve, though single readings can be large; an effect the other way counts as inactive or inconclusive.

| item | Molecule | RORgamma inh | uPA surface inh | Coupling enz | Rab9 promoter act | NPC1 prom act | ELG1 genotoxic | KCNH2 3.1 inh | VP16 counter | FLuc modulator | Tb PFK inh | Giardia killer |
| --- | --- | --- | --- | --- | --- | --- | --- | --- | --- | --- | --- | --- |
| 1 | N/C(=N\OC(=O)Cc1ccc([N+](=O)[O-])cc1)c1ccc([N+](=O)[O-])cc1 | -3% | 1% | -1 | 6% | -4% | -1% | -20 | -18% | -2% | 12% | 26 |
| 2 | CC(C)(C)OC(=O)N1Cc2[nH]c3ccccc3c2C[C@@H]1C(=O)O | nt | 1% | nt | 0% | 1% | 0% | 6 | nt | -1% | -3% | -15 |
| 3 | Cc1ccc(NC(=O)CC2S/C(=N/c3nccs3)N(C)C2=O)c(C)c1 (stereo not given) | -34% | 12% | 4 | -1% | 2% | 5% | 4 | -2% | 10% | 7% | -6 |
| 4 | CC(Oc1ccccc1)C(=O)NC1CCCCCCC1 (stereo not given) | -3% | 4% | nt | 1% | 1% | 0% | -4 | 3% | 0% | 1% | 7 |
| 5 | N#Cc1c(NC(=O)CSc2nc3ccccc3c(=O)n2Cc2ccco2)sc2c1CCCC2 | 12% | 2% | 6 | 0% | 6% | 0% | -19 | 1% | 0% | -2% | 9 |
| 6 | O=C(COC(=O)c1ccco1)NC1CCCc2ccccc21 (stereo not given) | nt | 1% | nt | nt | nt | -2% | -3 | nt | nt | 10% | -24 |
| 7 | Cn1nnnc1SCC(=O)N1CCN(c2ccccc2)CC1 | -22%[0.365 µM] | 6% | 0 | -2% | 1% | -5% | 0 | nt | -1% | -16% | 9 |
| 8 | N#C/C(=C(/O)c1ccc([N+](=O)[O-])cc1)c1nnc2n1CCCCC2 | 18µM* | -3% | 1 | -1% | 1% | -1% | 11 | ? | 2% | -2% | -23 |
| 9 | CCOc1ccc2oc(=O)cc(CN3CCOCC3)c2c1 | -10% | -3% | 0 | -21% | 1% | 3% | -4 | 1% | -2% | -2% | -8 |
| 10 | O=C(NCc1ccc(F)cc1)C1CC(=O)N(Cc2ccco2)C1 (stereo not given) | -9% | 1% | nt | 5% | 4% | 2% | 2 | -4% | 0% | -1% | -3 |
| 11 | Cc1onc(-c2c(Cl)cccc2Cl)c1C(=O)N1CCN(c2ccccc2)CC1 | 17% | 0% | -1 | -12% | -9% | -12% | 16 | 3% | -2% | -1% | 8 |
| 12 | CC(C)COc1cccc(C(=O)Nc2ccc(CN3CCOCC3)cc2)c1 | -3% | -5% | -1 | 2% | 3% | -8% | -2 | 1% | ? | -3% | -6 |
| 13 | Cc1c(NC(=O)C(C)Oc2ncnc3ccccc23)c(=O)n(-c2ccccc2)n1C (stereo not given) | 16% | 4% | 0 | -5% | -3% | 0% | -17 | -8% | 0% | 5% | 11 |
| 14 | COc1ccc(OC)c(CNC(=O)C2CCCN(C(=O)N(C)C)C2)c1 (stereo not given) | 11% | 0% | 4 | -3% | 2% | -2% | 10 | -3% | 1% | -1% | 32[activator] |
| 15 | Cc1cccc(OC(C)C(=O)N2CCCc3ccccc32)c1 (stereo not given) | 34% | 12% | 0 | -4% | -2% | -8% | 3 | 3% | -3% | 0% | -8 |
| 16 | CN(CCCC1CCCC1)C(=O)CCc1nnc(-c2ccccc2)o1 | 29% | -3% | 6 | 2.5µM* | ? | 21µM* | 16 | -10% | 12µM* | -4% | 2 |
| 17 | OC1=C(O)c2nc3ccccc3nc21 | 21% | nt | 0 | 1% | -2% | -1% | 3 | 0% | 4% | 4% | -4 |
| 18 | CCc1ccc(C(=O)CCC(=O)Nc2cccc(S(=O)(=O)N3CCCCC3)c2)cc1 | nt | -22% | nt | 6% | -2% | 0% | 0 | nt | -10% | -4% | 26 |
| 19 | Cc1ccc2c(c1)cc1c(=O)n(CC(=O)N(C)c3ccccc3)nc(C)n12 | -4% | -10% | nt | 0% | 15% | 3% | 10 | 2% | 1%&-8% | -3% | 32[activator] |
| 20 | CN(C)CCOc1ccc(/C(=C(/CCCl)c2ccccc2)c2ccccc2)cc1 | 4%[10 µM] | 5% | nt | nt | nt | nt | -6 | -11% | nt | nt | 2 |
| 21 | CC(C)CCN1C(Nc2ccccc2)=NC[C@@H]1Cc1ccccc1 | -15% | -24% | -3 | -1% | 0% | -5% | 0 | 4% | -1% | -1% | -4 |
| 22 | CCCn1c(=N)c(S(=O)(=O)c2ccccc2)cc2c(=O)n3cccc(C)c3nc21 | -1% | 4% | -3 | 3% | -1% | 0% | -10 | 0% | 3% | -1% | 28 |
| 23 | CCS(=O)(=O)c1nc(S(=O)(=O)c2ccc(C)cc2)c(NCc2ccccn2)s1 | 7% | 2% | 5 | 1% | -4% | 3% | -13 | 2% | -6% | 3% | 7 |
| 24 | COc1ccc(/C=N/NC(=O)C(=O)N2CCCCCC2)cc1 | 5% | 0% | 0 | 1% | -3% | 2% | -17 | 3% | -4% | 2% | -5 |
| 25 | CCO[C@@H]1OC(C(=O)N2CCCCCCC2)=C[C@H](c2ccc(C(F)(F)F)cc2)[C@H]1CCCO | 26% | 8% | 0 | -2% | -3% | -7% | 8 | -16% | 1% | -5% | -1 |
| 26 | COc1ccc(F)c(-c2nc(CN3CCN(C(=O)c4ccco4)CC3)c(C)o2)c1 | -22% | -3% | nt | -1% | -3% | -2% | 6 | 2% | 3% | -10% | -15 |
| 27 | Cc1cc(NC(=O)c2ccc(N3C(=O)C4C5C=CC(C5)C4C3=O)cc2)no1 (stereo not given) | 0% | 2% | 0 | -2% | -2% | 0% | 8 | 0% | -2% | 0% | 1 |
| 28 | COC(=O)c1cn(NC(=O)c2ccccc2[N+](=O)[O-])c(=O)c2ccccc12 | 24% | -15% | 6 | 5% | -10% | -1% | -10 | 5% | -3% | ? | -5 |
| 29 | Cc1c(NC(=O)CN2c3ccccc3CC2C)c(=O)n(-c2ccccc2)n1C (stereo not given) | -5% | 4% | 1 | 8% | -4% | -5% | 2 | 3% | -1% | 5% | 25 |
| 30 | COc1cc(/C=C2\SC(=O)N(c3ccc(O)cc3)C2=O)cc(OC)c1OC | 18% | 4% | 7 | -4% | -3% | 3% | 1 | -7% | 0% | -9% | 1 |
| 31 | CCOc1ccc(NC(=O)c2csc3c2CCCC3)cc1 | 6% | ? | -1 | 3.5µM* | 2.2µM* | ? | -9 | -4% | 2.7µM* | -2% | 24 |
| 32 | CCOc1cc(C(=O)CCC(=O)OCC(=O)N2c3ccccc3NC(=O)C2(C)C)ccc1O | 2% | 0% | -1 | 2% | 6% | 9% | -1 | 2% | -4% | 2% | -16 |
| 33 | O=[N+]([O-])c1ccccc1S(=O)(=O)N1CCCCC1 | 14%[10 µM] | -1% | 0 | -3% | 0% | 0% | 3 | 2% | 0% | -6% | -9 |
| 34 | Cc1ccc(C(=O)NC(=S)Nc2cc(C(F)(F)F)ccc2Cl)cc1 | 10µM* | 5% | 7 | 5% | 0% | -2% | -3 | -17% | 7% | 1% | -15 |
| 35 | Cc1ccc(SC[C@H](Cc2ccccc2)N2CC[C@@H](C)CCC2=O)cc1 | 18% | -16% | 0 | -3% | -4% | -5% | -126* | -2% | 5% | 1% | -19 |
| 36 | Cc1cccc(-n2c(C)cc(/C=N/NC(=O)c3cccc([N+](=O)[O-])c3C)c2C)c1 | 7.9µM* | -10% | -6 | -4% | -8% | -4% | -2 | ? | -19% | 2% | 10 |
| 37 | CN(C(=O)CS(=O)(=O)c1cn(CC(=O)N2CCOCC2)c2ccccc12)c1ccccc1 | -2% | 3% | -9 | -9% | 0% | -1% | 15 | -1% | 1% | -1% | -14 |
| 38 | CCOC(=O)c1cn(CC#N)c2cc(F)c(F)cc2c1=O | -4% | 2% | 0 | -1% | -1% | -2% | -4 | 2% | 2% | 3% | -27 |
| 39 | CC1(C)OC(=O)N(CC(=O)Nc2ccccc2)C1(C)O (stereo not given) | 14% | -6% | 0 | 0% | -6% | 1% | -2 | 18% | 5% | -18% | 6 |
| 40 | CC(C)NC(=S)N/N=C1\CCCCc2ccccc21 | 0.79µM* | 9% | 0 | -4% | -1% | -1% | 7 | 2µM* | 1% | 2% | -14 |
| 41 | O=c1[nH]c(CSc2ncnc3sccc23)nc2ccccc12 | 18% | 1% | 1 | 20% | 15% | 4% | 5 | -22% | -16% | -4% | -8 |
| 42 | CC[C@@H](C)[C@@H](C(=O)N1CCN(C(=O)OC(C)(C)C)CC1)n1cc(CCCN=C(NC(=O)OC(C)(C)C)NC(=O)OC(C)(C)C)nn1 | -1% | -7% | 5 | 4% | -3% | -9% | -4 | -18% | 0% | -2% | -15 |
| 43 | O=C(NC1CCCCC1NC(=O)c1ccco1)c1ccco1 (stereo not given) | -27% | 4% | 4 | -1% | -3% | -4% | 0 | -2%[0.365 µM] | 5% | 4% | -17 |
| 44 | CCOC(=O)c1[nH]ncc1CN1CCCC(C(=O)c2ccc(OC)cc2C)C1 (stereo not given) | -1% | -1% | 3 | -3% | -1% | -2% | -6 | -1% | 0% | -4% | 27 |

Screens deposited in PubChem BioAssay by National Center for Advancing Translational Sciences (NCATS).
